Bioassay records deposited in PubChem by several laboratories.
HSF-1 act: HSF-1 activators, primary screen, NIH3T3-HGL cells, MG132 stress, luminescence, single point | NIH3T3-HGL HSF-1 luciferase reporter, 8 h; 100% = twice DMSO control signal | activation, % at 9 µM | hit rate 1.7% among 300,000;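 active = mean replicate activation of at least 50% with a set share of replicates each reaching 50%; inconclusive = only one of those two conditions met; inactive = mean below 50% and too few replicates reaching it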;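 note: 0% = median of the neutral control wells and 100% = twice that signal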
AI-2 QS mod: Vibrio harveyi AI-2 quorum sensing modulators, primary screen, JMH597 strain, luminescence/OD600 ratio; Vibrio harveyi JMH597 AI-2 luminescence/OD600 ratio, 9 h; stronger effect = lower value; strain lacks LuxN and CqsS sensors; 0 = neutral-control median; AID 2094, 2009; activity change, % at 7.5 µM; hit rate 0.4% among 300,000; in the data active = activity change below about -75%, passing the limit was not always enough; inconclusive = no clear call, values can overlap the other calls;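 note: luminescence divided by OD600 gain over 9 h not by final OD600 alone; inactives centre near 13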
aSyn 5UTR inh: MLPCN primary screen, SNCA 5' untranslated region. AID 1813, 2009. hit rate 0.82% among 300,000. inhibition, % (tested at 7.5 µM). alpha-synuclein 5'UTR reporter, inhibitor activity; in the data active = inhibition above about 60%; inconclusive = no clear call, values can overlap the other calls;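 note: H4 neuroglioblastoma cells stably carrying SNCA 5'UTR luciferase fusion; 0% = DMSO wells and 100% = positive control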
HSP90 inh: HSP90 inhibitors, primary screen, cell lysate, luminescence. Heat shock protein HSP 90 (rabbit reticulocyte lysate; luciferase refolding). Rabbit reticulocyte lysate, luciferase refolding luminescence, 3 h. inhibition, % at 5.6 µM. hit rate 0.91% among 290,000;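 active = inhibition above the screen-wide mean plus 3 SD, computed separately per campaign, cut at about 16% in these data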;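 note: 0% = DMSO wells and 100% = 60 µM geldanamycin wells; inhibitors lower the luminescence because luciferase stays unfolded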
HIF act: HIF pathway transcriptional activators, primary screen, cell-based, U2OS HRE-luciferase, luminescence; U2OS HRE-luciferase reporter; normalized: DMSO 0%, desferrioxamine 100%; activation, % at 7.5 µM (by protocol); hit rate 0.32% among 300,000; AID 1910, 2009;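 active = mean activation of at least 10% of the iron chelator positive control signal, with at least half of replicates also reaching 10%; inconclusive = mean and replicate majority disagree about reaching 10%; inactive = mean and most replicates under 10%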
SKKanGAS inh: S. pyogenes SKKanGAS growth inhibitors in kanamycin, primary screen, streptokinase expression inhibitor project, SKKanGAS strain, BacTiter-Glo luminescence; 6 h; inhibition, % at 7.5 µM; hit rate 1.3% among 300,000;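 active = mean replicate score, as percent of positive control median, at least 50; inconclusive = mean below 50 but one replicate at or above 50; inactive = mean and every replicate below 50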;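 note: strain carries kanamycin resistance gene driven by streptokinase promoter and grows in 40 µg/ml kanamycin; loss of luminescence reflects streptokinase promoter inhibition or plain growth inhibition; 0% = median of DMSO wells and 100% = positive control at its reference dose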
Platelet DG rel: inhibitors of platelet dense granule secretion, primary screen, cell-based, MLPCN, human platelets | human platelet-rich plasma, SFLLRN dense granule ATP release, luminescence | inhibition, %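 (compounds screened at 7.5 µM in platelet-rich plasma)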 | hit rate 0.22% among 300,000;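 active = mean replicate score, as percent of positive control, at or above 50; inconclusive = mean below 50 but at least one replicate at or above 50; inactive = mean and every replicate below 50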
HSF1 inh: HSF1 inhibitors in luciferase reporter cells, primary screen, cell-based, NIH3T3, luminescence; NIH3T3-HGL HSE-luciferase, MG132-induced, luminescence 8 h; stronger effect = lower value; activity change, negative = inhibition, % at 7.5 µM (by protocol); hit rate 0.77% among 300,000; AID 2098, 2009;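 active = more than half of replicate wells show activity change below -50%, luminescence cut by over half; inconclusive = some wells, but at most half, below -50%; inactive = no replicate well below -50%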;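 note: luciferase reports HSF-1 transcriptional activity via heat shock element; 0% = median of DMSO wells and -100% = zero luminescence signal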
IEC-6 cytotox: cytotoxicity in IEC-6 intestinal epithelial cells, primary screen, cytotoxicity control for KLF5 inhibitor project, cell-based, luminescence; IEC-6 cytotoxicity, luminescence viability; inhibition, % at 5 µM; hit rate 0.78% among 290,000; AID 1825, 2009; in the data active = inhibition above about 22%;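 note: 0% = plate median of test compound wells and 100% = cytotoxic reference compound wells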
KLF5 inhibitor: KLF5 expression inhibitors, primary screen, DLD-1 cells, luminescence. hit rate 0.23% among 290,000. DLD-1 KLF5 promoter-luciferase reporter. inhibition, % at 5 µM;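 active = inhibition above a per-plate limit of that plate's mean compound inhibition plus 3 SD, cut at about 60% in these data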;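 note: 0% = DMSO wells and 100% = LY294002 at 200 µM; higher means less KLF5 promoter-driven luciferase light; inactives centre near -14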
An asterisk follows results filed as active; ? = inconclusive; / = no result given.

1: Cc1cc(=O)oc2c(C)c(OCC(=O)NC3CCN(Cc4ccccc4)CC3)ccc12
2: CN(C1=NS(=O)(=O)c2ccccc21)c1ccc(OC(=O)c2ccccc2)cc1
3: CCOC(=O)/C(C#N)=C/c1c(N2CCN(CC)CC2)nc2c(C)cccn2c1=O
4: CC(C)N(C(=O)Cn1cc(S(=O)(=O)CC(=O)NC2CCCCC2)c2ccccc21)C(C)C
5: COC(=O)C1C(c2ccccc2)C=CC(c2ccccc2)C1C(=O)O (stereo not given)

assay / entry	1	2	3	4	5
HSF-1 act	-3.5	13.5	20.2	/	-3.3
AI-2 QS mod	31.0	?	5.7	5.2	17.4
aSyn 5UTR inh	-2.6	-20.1	-2.5	8.9	5.0
HSP90 inh	-0.9	8.2	-0.1	3.0	0.3
HIF act	-0.4	-0.3	-1.4	/	0.1
SKKanGAS inh	2.1	4.7	0.3	-1.6	-1.1
Platelet DG rel	7.0	2.9	-12.9	-1.1	9.0
HSF1 inh	2.6	3.0	4.4	/	5.5
IEC-6 cytotox	-2.3	5.8	-0.1	2.5	5.7
KLF5 inhibitor	0.5	4.4	-2.3	-53.7	9.4

One compound at a time, from the list above:
COC(=O)C1C(c2ccccc2)C=CC(c2ccccc2)C1C(=O)O (stereo not given) as listed: HSF-1 act: -3.3; AI-2 QS mod: 17.4; aSyn 5UTR inh: 5.0; HSP90 inh: 0.3; HIF act: 0.1; SKKanGAS inh: -1.1; Platelet DG rel: 9.0; HSF1 inh: 5.5; IEC-6 cytotox: 5.7; KLF5 inhibitor: 9.4
CN(C1=NS(=O)(=O)c2ccccc21)c1ccc(OC(=O)c2ccccc2)cc1 as listed: HSF-1 act: 13.5; AI-2 QS mod: ?; aSyn 5UTR inh: -20.1; HSP90 inh: 8.2; HIF act: -0.3; SKKanGAS inh: 4.7; Platelet DG rel: 2.9; HSF1 inh: 3.0; IEC-6 cytotox: 5.8; KLF5 inhibitor: 4.4

More entries.
6: Cc1ccc(NC(=O)CN(C)C(=O)/C=C/c2cccs2)cc1
7: Cc1nn(CC(O)Cn2c3c(c4ccccc42)CCN(C)C3=O)c(C)c1Br (stereo not given)
8: O=c1[nH]c2cc3c(cc2cc1CN(Cc1ccco1)C(=S)NCCCN1CCOCC1)OCCO3
9: CNC(=S)NNC(=O)c1sccc1OCc1cccc(C(F)(F)F)c1
10: CC1=C(C(=O)N2CCOCC2)C(c2cccs2)NC(=O)N1 (stereo not given)

assay / entry	6	7	8	9	10
HSF-1 act	8.6	-11.4	-1.8	3.8	1.1
AI-2 QS mod	1.9	22.2	-0.1	21.5	29.8
aSyn 5UTR inh	-7.8	21.0	1.7	15.8	-1.2
HSP90 inh	-2.9	1.1	0.9	-0.9	2.0
HIF act	0.3	-0.1	0.2	-1.0	-0.2
SKKanGAS inh	-5.3	1.6	-0.8	3.1	2.8
Platelet DG rel	-6.2	1.5	-6.7	-0.5	2.6
HSF1 inh	7.7	3.2	-5.9	6.8	-9.9
IEC-6 cytotox	-6.2	-2.4	-5.7	1.9	-1.0
KLF5 inhibitor	-32.0	-23.9	-10.7	-14.5	-19.2

11: CC(CCCN(C)C)C(Cc1ccccc1)c1ccccc1 (stereo not given)
12: CN(C)C(CNC(=O)c1cccc(S(=O)(=O)NCc2ccccc2)c1)c1ccco1 (stereo not given)
13: CC1CCc2c(nc3nc[nH]n3c2=O)C1 (stereo not given)
14: C/C=C/c1ccc(OCCCCN2CCN(CC)CC2)c(OC)c1
15: CCOCCCNC(=O)c1ccc(C2SCC(=O)N2Cc2ccccc2)cc1 (stereo not given)

assay / entry	11	12	13	14	15
HSF-1 act	9.9	7.0	-11.2	2.7	-7.5
AI-2 QS mod	18.3	40.5	25.4	18.3	1.3
aSyn 5UTR inh	-18.4	6.3	-6.2	-22.0	4.4
HSP90 inh	/	/	-2.2	1.0	-3.2
HIF act	-0.2	-1.7	0.1	1.0	0.9
SKKanGAS inh	-0.6	-9.3	-3.0	-17.7	-2.5
Platelet DG rel	-11.0	-0.5	8.7	-2.7	10.2
HSF1 inh	-6.8	-3.3	-5.6	-3.2	-1.2
IEC-6 cytotox	/	/	-3.2	-1.3	2.2
KLF5 inhibitor	/	/	-4.9	9.4	-9.1

16: COc1ccc(NS(=O)(=O)c2cccc(-c3n[nH]c(=S)n3Cc3ccccc3)c2)cc1
17: Cc1ccc(CN2[C@@H](CC(C)C)COCCS2(=O)=O)cc1
18: O=C(CNS(=O)(=O)c1cccs1)NCc1ccc(F)cc1
19: CN=C1S/C(=C\c2cccc(Cl)c2Cl)C(=O)N1C
20: COC(=O)c1ccc(-n2c(C)cc(C(=O)COC(=O)CNS(=O)(=O)c3ccc(C)cc3)c2C)cc1

assay / entry	16	17	18	19	20
HSF-1 act	-6.2	-6.0	16.5	45.2	-7.3
AI-2 QS mod	3.8	7.7	1.8	12.4	41.7
aSyn 5UTR inh	19.0	16.0	-10.9	-38.6	19.8
HSP90 inh	-0.1	/	-1.3	/	-0.9
HIF act	-0.1	?	-0.3	0.3	-0.2
SKKanGAS inh	2.5	2.3	6.0	-5.3	7.7
Platelet DG rel	-2.7	6.1	0.4	6.4	33.0
HSF1 inh	1.9	-2.1	-7.7	10.1	-8.5
IEC-6 cytotox	-2.4	/	-6.1	/	-4.8
KLF5 inhibitor	-34.7	/	-23.0	/	-14.7

21: COCc1ccc(CN2CCC(C(=O)Nc3cccc(-c4cccc(Cl)c4)c3)CC2)o1
22: CC(SCc1ccccc1)C(=O)N/N=C/c1cc2c(cc1Br)OCO2 (stereo not given)
23: COc1cccc(C2=NOC(C(=O)N3CCN(c4ccccc4)CC3)C2)c1OC (stereo not given)
24: Cc1ccc(CC(=S)N2CCOCC2)cc1

assay / entry	21	22	23	24
HSF-1 act	-6.9	-1.2	-1.5	-0.8
AI-2 QS mod	-25.4	-3.3	21.7	23.9
aSyn 5UTR inh	33.7	0.8	8.8	4.5
HSP90 inh	-0.1	-2.1	-0.2	3.5
HIF act	-0.8	-37.9	-0.1	0.2
SKKanGAS inh	2.2	14.3	0.1	-1.7
Platelet DG rel	-2.1	-0.1	8.5	-0.6
HSF1 inh	9.3	-1.4	-5.7	-3.8
IEC-6 cytotox	12.2	5.6	-4.4	2.3
KLF5 inhibitor	-32.3	-12.6	-0.5	-18.0

Of the compounds above, these have a halogen.
7: Cc1nn(CC(O)Cn2c3c(c4ccccc42)CCN(C)C3=O)c(C)c1Br (stereo not given)
9: CNC(=S)NNC(=O)c1sccc1OCc1cccc(C(F)(F)F)c1
18: O=C(CNS(=O)(=O)c1cccs1)NCc1ccc(F)cc1
19: CN=C1S/C(=C\c2cccc(Cl)c2Cl)C(=O)N1C
21: COCc1ccc(CN2CCC(C(=O)Nc3cccc(-c4cccc(Cl)c4)c3)CC2)o1
22: CC(SCc1ccccc1)C(=O)N/N=C/c1cc2c(cc1Br)OCO2 (stereo not given)

assay / entry	7	9	18	19	21	22
HSF-1 act	-11.4	3.8	16.5	45.2	-6.9	-1.2
AI-2 QS mod	22.2	21.5	1.8	12.4	-25.4	-3.3
aSyn 5UTR inh	21.0	15.8	-10.9	-38.6	33.7	0.8
HSP90 inh	1.1	-0.9	-1.3	/	-0.1	-2.1
HIF act	-0.1	-1.0	-0.3	0.3	-0.8	-37.9
SKKanGAS inh	1.6	3.1	6.0	-5.3	2.2	14.3
Platelet DG rel	1.5	-0.5	0.4	6.4	-2.1	-0.1
HSF1 inh	3.2	6.8	-7.7	10.1	9.3	-1.4
IEC-6 cytotox	-2.4	1.9	-6.1	/	12.2	5.6
KLF5 inhibitor	-23.9	-14.5	-23.0	/	-32.3	-12.6
